Pf growth 96h = P. falciparum growth inhibition at 96 hour, primary screen for plastid delayed-death inhibitors; P. falciparum luciferase reporter growth, 96 h; Potency, µM (series often up to 28.7 µM), inactives show top-dose activity change, negative = inhibition, actives largely listed as inhibitors; hit rate 6.9% among 320,000; AID 504834; note: potency is the fitted concentration of half-maximal effect; % is set by controls: 0 for no effect and ±100 for the full control effect
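Infected RBCs, 2% Hct / 0.05% parasitemia final; luciferase-reporter P. falciparum; cpd 96 h, 37 C, 5% CO2; luciferase detection reagent; luminescence.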
CHX counter = counter-screen hit for Shiga toxin inhibitors, cycloheximide. cell reporter, cycloheximide protein synthesis inhibition counterscreen. max response, %. hit rate 12% among 300,000. AID 2314; in the data active = max response mostly above about 13%, no sharp cut-off; inactive = mostly below about 14%; note: read at 38.3 µM for the half of the compounds with a filed dose; 0% is about no effect
Pf growth 48h = inhibits P. falciparum growth in the first generation, 48 h | P. falciparum luciferase growth in erythrocytes, 48 h | Potency, µM (series often up to 28.7 µM), inactives show at the top dose activity change, negative = inhibition, hits mostly inhibitors | hit rate 5.9% among 310,000 | AID 504832; note: potency is the fitted concentration of half-maximal effect; % is set by controls: 0 for no effect and ±100 for the full control effect
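Erythrocytes infected with P. falciparum carrying an integrated firefly luciferase reporter (2% hematocrit, 0.1% parasitemia final) were exposed to compounds in RPMI 1640 with 0.5% Albumax at 37 C, 5% CO2. Growth inhibition was scored as reduced luminescence.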
Shiga inhibitor = blocks Shiga toxin action in Vero cells; Vero cells, Shiga toxin protein synthesis inhibition reporter; inhibition, % at 38.7 µM; hit rate 9.2% among 290,000; in the data active = inhibition mostly above about 28%, no sharp cut-off; inactive = mostly below about 43%; note: 0% is about no effect
LmPK inhibitor = LmPK (Leishmania mexicana) enzyme inhibition; purified LmPK, Kinase-Glo ATP luminescence, 1 h; Potency, µM (titrated, usually from 57.5 µM), for inactives: top-dose activity change, negative = inhibition, actives largely listed as inhibitors; AID 1721; hit rate 0.37% among 290,000; Q27686; note: potency is the fitted concentration of half-maximal effect; % is set by controls: 0 for no effect and ±100 for the full control effect
Target sequence (Q27686 whole entry, looked up): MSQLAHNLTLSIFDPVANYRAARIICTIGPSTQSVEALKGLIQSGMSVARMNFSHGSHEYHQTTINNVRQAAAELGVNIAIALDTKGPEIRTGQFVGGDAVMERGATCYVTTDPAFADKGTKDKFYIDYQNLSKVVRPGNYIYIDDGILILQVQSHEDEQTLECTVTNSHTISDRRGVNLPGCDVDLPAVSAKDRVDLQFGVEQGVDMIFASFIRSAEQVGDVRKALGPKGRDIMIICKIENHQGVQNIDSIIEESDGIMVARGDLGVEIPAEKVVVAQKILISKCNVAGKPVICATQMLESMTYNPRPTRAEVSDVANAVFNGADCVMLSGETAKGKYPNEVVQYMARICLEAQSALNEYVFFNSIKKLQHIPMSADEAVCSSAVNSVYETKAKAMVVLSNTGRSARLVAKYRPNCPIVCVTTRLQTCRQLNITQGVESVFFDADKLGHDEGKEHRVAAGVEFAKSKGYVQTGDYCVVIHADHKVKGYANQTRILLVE
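qHTS format; LmPK 0.1 nM; substrates PEP 0.5 mM and ADP 0.1 mM. One-hour room-temperature incubation, then coupled luciferase luminescence; 0.5 nM enzyme wells mark activation.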
TbPYK inhibitor = blocks Trypanosoma brucei pyruvate kinase | Q57TT1 | TbPYK enzyme, Kinase-Glo Plus ATP luminescence, 45 min | Potency, µM (highest dose often 76.8 µM), inactives show at the highest dose activity, negative = inhibition, most hits filed as inhibitors | hit rate 0.12% among 410,000 | AID 624173; note: potency is the fitted concentration of half-maximal effect; % is set by controls: 0 for no effect and ±100 for the full control effect; nearly all actives have a fitted effect of over 50% in size
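Screened from lowest to highest concentration, compounds were pinned into TbPYK/substrate mixtures, and ADP (130 uM final) was added. Plates sat at room temperature for 45 min prior to Kinase-Glo Plus detection by luminescence.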
HCV inhibitor = inhibitors of hepatitis C virus infection; Potency, µM (highest dose often 41.8 µM), for the others: at the highest dose activity change, negative = inhibition, actives largely listed as inhibitors; hit rate 3.4% among 340,000; Huh7.5.1 HCVcc-Cre infection, luciferase reporter, 44 h; AID 651820; note: potency is the fitted concentration of half-maximal effect; % is set by controls: 0 for no effect and ±100 for the full control effect
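Reporter virus HCVcc-Cre (~0.5 moi) infects cells exposed to compound; seeding density 1,000 cells/well with 4 h settling beforehand. Luminescence, 15 sec read, taken 44 h post-infection following a 15 min RT substrate incubation.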
* marks the source's active call; other numbers are inactive results; ? = inconclusive; / = not tested or not shown; + = active, no number; & = joins results of further samples; [ ] = dose if it differs, or a comment. Unless noted, calls come from the whole dose curve; as a rule, active = well fitted curve in the direction sought with a large enough effect; inconclusive = small, poorly fitted or top-dose-only effect, or another doubt; inactive = no such curve, though single readings can be large; an effect the other way counts as inactive or inconclusive.

SMILES | Pf growth 96h | CHX counter | Pf growth 48h | Shiga inhibitor | LmPK inhibitor | TbPYK inhibitor | HCV inhibitor
Cc1[nH][nH]c(=O)c1C(c1c(C)[nH][nH]c1=O)c1cn(Cc2ccc(F)cc2)c2ccccc12 | 26% | -5 | ? | -12 | -3% | 0% | -7%
O=C(NNC(=O)c1cc2ccccc2cc1O)Nc1ccc(Br)cc1 | -27% | 19 | 22% | -8 | 6% | 7% | 8%
O=c1ccnc(SCCC(F)=C(F)F)[nH]1 | -18% | 12 | ? | -6 | -1% | -6% | 0%
Cc1ccc(C(=O)Oc2coc(CSc3nnc(NC(=O)C4CC4)s3)cc2=O)cc1C | -23% | -5 | 11% | -2 | -1% | -7% | 9%
O=C(Nc1cccc(Cl)c1)Nc1nnc(-c2ccncc2)s1 | 5.2µM* | -1 | 12µM* | 28 | 0% | -8% | ?
CC(=O)Nc1ccc(/C(C)=N/NC(=O)c2ccc(F)cc2)cc1 | -16% | 24* | 2% | + | -3% | 5% | -4%
Fc1cc2nc(-c3ccncc3)[nH]c2cc1F | 1.9µM* | 24* | ? | 71 | -8% | -12% | -1%
C[C@]12CC[C@H](O)C[C@H]1CC[C@@H]1[C@@H]2C[C@@H](O)[C@]2(C)[C@@H](C3=CC(=O)OC3)CC[C@]12O | -7% | / | -5% | / | / | 0% | 0.56µM*
CCCN1CN(Cc2ccco2)c2nc3ccccc3n2C1 | 66%[activator] | 36* | 8% | 49 | 3% | -16% | 3%
CCOC(=O)c1ccccc1N1C(=O)CSC1=S | / | -3 | 4% | -26 | -7% | -16% | 15%
Cc1cc(NC(=O)CSCC(=O)N(c2ccc(F)cc2)C(C(=O)NC2CCCCC2)c2ccc(O)c(O)c2)no1 (configuration not stated) | 15µM* | -1 | ? | -3 | 2% | -6% | -5%
COc1cccc2sc(=NC(=O)CS(=O)(=O)c3ccc(Cl)cc3)n(C)c12 | ? | / | ? | / | / | -3% | ?
CC1CC(=O)c2cnc(Nc3cccc(C(F)(F)F)c3)nc2C1 (configuration not stated) | 127%[activator] | 18 | 7% | 64 | 5% | 6% | -2%
COc1ccc(C(=O)NNC2=CC(=O)CC(C)(C)C2)cc1 | ? | -2 | -5% | -4 | 2% | 0% | 1%
COc1ccc(CCC(=O)NCCS(=O)(=O)N2CCN(c3ccc(F)cc3)CC2)cc1 | ? | / | -8% | / | / | 1% | -12%
O=C(COC(=O)c1ccc([N+](=O)[O-])cc1Cl)NCc1ccco1 | -5% | / | 4% | / | / | 3% | 7%
COC(=O)c1ccc(N2CCS(=O)(=O)CC2)cc1 | 31%[activator] | 6 | 214%[activator] | 12 | -2% | 3% | 13%
O=C(CSc1nnnn1-c1cccnc1)Nc1cccc(Cl)c1 | 45%[activator] | 4 | 4% | -2 | 1% | 3% | 11%
COc1cc(/C=N/NC(=O)c2ccc(COc3cc(C)ccc3C(C)C)cc2)cc(OC)c1O | ? | 34* | ? | 20* | 0% | -7% | ?
COc1ccc(C(=O)Cc2cnn(-c3ccccc3)c2)c(O)c1 | / | 39* | 113%[activator] | 104* | -1% | 5% | -3%
O=C(NCCc1ccccc1)c1ccc(=O)oc1 | ? | 2 | -12% | 2 | 2% | 5% | -3%
O=C1CCCC2=C1C(c1ccc3c(c1)OCO3)c1c([nH]n(-c3ccccc3)c1=O)N2 (configuration not stated) | ? | -2 | ? | -5 | 7% | -11% | 6%
Cc1cc(C)c(C)c(OCCCCN2CCCCC2)c1 | 0% | -2 | 0% | -18 | -5% | 2% | ?
Cc1ccc(NC(=O)CN2CCN(Cc3ccccc3)CC2)cc1F | 8% | -3 | 1% | -4 | 5% | -2% | -8%
Cc1nc(-c2cccc(Br)c2)ccc1C(=O)O | 17% | -4 | 7% | 4 | 4% | -9% | 11%
Other records
SMILES | Pf growth 96h | CHX counter | Pf growth 48h | Shiga inhibitor | LmPK inhibitor | TbPYK inhibitor | HCV inhibitor
O=C(NC1CCCCC1)c1ccc(Cn2cc(Cl)cn2)cc1 | / | 1 | / | -14 | 2% | -8% | -14%
Cc1nc2ncnn2c(C)c1CCC(=O)N1CCN(Cc2ccccc2)CC1 | 50%[activator] | -1 | 5% | -8 | 2% | -1% | 12%
C/C(=N\NC(=O)C(C)Oc1ccc([N+](=O)[O-])cc1)c1ccccn1 (configuration not stated) | 2.1µM* | -3 | ? | -7 | -2% | -2% | ?
Cc1csc(NC(=O)CSc2nnc(-c3ccccc3)o2)n1 | 80%[activator] | 28* | / | 52* | 10% | -13% | 25%
CCOc1cc(/C=N/Nc2nncc(-c3ccccc3)n2)ccc1O | 60%[activator] | 8 | ? | -6 | 2% | -9% | -13%
CCN(CC)CCNC(=O)C(=O)NCC1OCCN1S(=O)(=O)c1ccc2c(c1)OCCO2 (configuration not stated) | 4% | -2 | -10% | 20 | 3% | -7% | 23%
O=[N+]([O-])c1ccccc1OCCCN1CCOCC1 | 57%[activator] | 9.3* | 13% | 22 | -3% | -3% | 8%
Cc1ccc(CS(=O)Cc2ccc(C(=O)NCc3ccccc3Cl)o2)cc1 (configuration not stated) | ? | -5 | -1% | -12 | 3% | -10%&1% | -7%
Cc1ccc(S(=O)(=O)N2CCCC2C(=O)OCC(=O)Nc2ccc3c(c2)OCO3)cc1 (configuration not stated) | -23% | -5 | 15% | -7 | 3% | 2% | 20%
CC(C)c1nnc(SCC(=O)N2CCOCC2)n1C | 15% | -4 | 9% | 2 | -2% | -3% | 21%
COc1ccc(N2CCN(C(=O)c3cccc(S(=O)(=O)N4CCOCC4)c3)CC2)cc1 | -23% | / | -15% | / | / | -1% | 14%
COc1ccccc1NC(=O)CCN1CCCCCC1 | / | -5 | 1% | -22 | 1% | 2% | 1%
COc1cccc(CNS(=O)(=O)c2ccc3c(c2)N(C)CCO3)c1 | 0% | 5 | 0% | 6 | 2% | 0% | -19%
CCN(CC)CCn1c(NC(=O)c2ccccc2O)nc2ccccc21 | 16% | 26* | -74% | / | 28% | -1% | ?
COc1ccc(S(=O)(=O)N2CCC(n3cnc4ccccc43)CC2)cc1 | -57% | -2 | -27% | -9 | -4% | 1% | -2%
O=C(O)c1ccc(/C=C2\SC(=Nc3ccccc3)N(c3ccccc3)C2=O)cc1 | 0.29µM* | 3 | -14% | -17 | -4% | 0% | 11%
O=c1nc2ccccc2c2n1CC(CN1CCN(c3ccccc3F)CC1)N2 (configuration not stated) | 13% | -3 | -7% | -17 | -1% | 1% | -3%
CCN(C(=O)c1ccc(C(C)(C)C)cc1)c1nnc(Cn2nnc3ccccc32)s1 | 120%[activator] | -2 | 10µM* | -16 | 1% | 0% | 1µM*
CCOC(=O)c1ccc(NC(=O)Cn2cnc(S(=O)(=O)N3CCCC3)c2)cc1 | ? | -9 | 3% | 4 | -9% | 2%&-5% | -13%
O=C1COc2ccc(C(=O)COC(=O)CNC(=O)c3ccco3)cc2N1 | 13% | -2 | -3% | -14 | 5% | 3% | -23%
COC(=O)/C=c1\sc2ncnn2c1=O | ? | -2 | 18% | 1 | -2% | ? | 10%
Cn1nc(C(=O)Nc2nc(-c3ccc(F)cc3)cs2)ccc1=O | 1% | -1 | -4% | -3 | -2% | 4% | ?
COc1ccccc1NS(=O)(=O)c1ccc(O)c(C(=O)OCC(=O)c2ccc(Cl)cc2Cl)c1 | -15% | 8 | 39%[activator] | -2 | 6% | -2% | -2%
COc1cccc(NC(=O)Nc2nnc(Cc3ccc(F)cc3)s2)c1 | 43%[activator] | -6 | 16% | -12 | 10% | 0% | 5%
C/C(=N\Nc1ccccn1)c1ccc2c(c1)OCO2 | 73%[activator] | 44* | 142%[activator] | 72* | 3% | -12% | -28%
(further entries)
SMILES | Pf growth 96h | CHX counter | Pf growth 48h | Shiga inhibitor | LmPK inhibitor | TbPYK inhibitor | HCV inhibitor
CC1CCCN(CC(=O)Nc2cc(Cl)ccc2Oc2ccccc2)C1 (configuration not stated) | ? | 8 | 15µM* | 1 | -2% | 3% | -15%
CC1CCC(NS(=O)(=O)c2cccc3nsnc23)CC1 (configuration not stated) | 7% | -2 | 28% | -6 | 1% | 7% | 10%
c1cc(CNCCCN2CCOCC2)ccn1 | 5% | -2 | 8% | -9 | 0% | 6% | 16%
O=C1CCC(C(=O)N2CCCCCC2)CN1CCc1ccc(Cl)cc1 (configuration not stated) | -16% | 8 | 8% | 85 | 4% | -5% | 6%
C=CCN(C(=O)CNC(=O)c1cccs1)C(C(=O)NC(C)(C)C)c1ccccc1 (configuration not stated) | ? | 5 | -10% | -12 | -1% | -1% | 13%
O=C(CS(=O)(=O)c1ccccc1)N1CCCCC1 | 2.6µM* | 9 | 10% | 1 | -2% | 0% | 1%
CN1C(=O)C(C2(C#N)CCCCC2)C(=O)N(C)C1=O | 10% | 11 | -3% | -3 | -1% | 1% | 11%
CCC1(CC)Cc2ccccc2-c2nc(CN(C)C)[nH]c(=O)c21 | ? | -2 | ? | 3 | -10% | 3% | 16%
C[C@@H]1ON(C2CCCCC2)[C@H]2c3nc4ccccc4n3C[C@@H]12 | 13% | -2 | 9% | 2 | 3% | -7% | 25%
Cc1ccc(C(=O)C(C)Oc2cccc(NC(=O)c3ccco3)c2)cc1 (configuration not stated) | -2% | 10 | 2.9µM* | 2 | 2% | -4% | -19%
O=C(O)CCCCc1nc2ccccc2s1 | ? | 4 | 18% | -9 | -2% | -3% | 2%
O=S1(=O)CCN(C(CCO)c2cccc(C(F)(F)F)c2)CC1 (configuration not stated) | -15% | 6 | ? | 11 | -4% | 0% | 4%
CC(=O)Nc1ccc(NC(=O)c2ccc(-c3ccccc3Cl)o2)cc1 | -20% | / | 42%[activator] | / | / | -3% | ?
O=C(Nc1ccc(NC(=O)c2ccccc2Cl)cc1)c1cccnc1 | 0% | 1 | ? | 14 | 2% | -4% | -12%
O=C(Nc1ccc2oc(-c3ccc(Cl)c(Cl)c3)nc2c1)c1ncn[nH]1 | 101%[activator] | 27* | / | 66 | 7% | 4% | -3%
COc1ccc(N2C(S)=C(C#N)C(=O)NC2c2ccco2)cc1 (configuration not stated) | ? | -2 | -1% | -8 | 6% | -17% | 36%[activator]
COc1ccc(C(CC(=O)Nc2ccc(Cl)cc2F)NC(=O)C(F)(F)F)cc1 (configuration not stated) | 18% | 1 | -7% | -8 | 1% | 1% | 5%
O=C(NCC1CCCO1)c1ccc(Cl)c(S(=O)(=O)Nc2ccccc2)c1 (configuration not stated) | ? | 1 | 12% | 2 | 5% | -5% | 4%

A second format for 4 compounds above:
SMILES	Pf growth 96h	CHX counter	Pf growth 48h	Shiga inhibitor	LmPK inhibitor	TbPYK inhibitor	HCV inhibitor
Cc1nc2ncnn2c(C)c1CCC(=O)N1CCN(Cc2ccccc2)CC1	50%[activator]	-1	5%	-8	2%	-1%	12%
COc1ccccc1NC(=O)CCN1CCCCCC1	/	-5	1%	-22	1%	2%	1%
O=c1ccnc(SCCC(F)=C(F)F)[nH]1	-18%	12	?	-6	-1%	-6%	0%
O=C(NCCc1ccccc1)c1ccc(=O)oc1	?	2	-12%	2	2%	5%	-3%
